Screening results deposited in PubChem BioAssay by several laboratories.
Rac1 GTP hydrolysis – MgcRacGAP GTPase-activating activity inhibitors, confirmation, biochemical, ADP Hunter fluorescence; MgcRacGAP-stimulated Rac1 GTP hydrolysis, ADP Hunter fluorescence; higher % means a stronger effect; GST-tagged Rac1 F28L mutant substrate; one-dose inhibition, % at 30 µM; IC50 in µM for titrated hits; 0.6% of 340,000 active;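 active means first-screen hits whose inhibition reached a set limit at any dose in the follow-up dose series; inconclusive means inhibition above the set first-screen limit but never retested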;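 further: fluorescence reports GDP produced by GAP-driven GTP hydrolysis; strong numbers were not always called active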
Siah-1 displacement – blockers of Siah-1 interaction with plectin peptide – biochemical, fluorescence polarization, rhodamine-plectin, uHTS, primary screen (AID 1817); 0.02% of 290,000 active; one-dose displacement, % at 20 µM; IC50 in µM for titrated hits; Siah-1 / rhodamine-plectin peptide fluorescence polarization; higher % means a stronger effect;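 active means displacement of at least 50% at 20 µM, with a fluorescence ratio check between 0.3 and a set limit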;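 further: plate controls were Siah plus tracer with DMSO for no effect and tracer alone without Siah for full effect; strong numbers were not always called active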
NTR1 ag – NTR1-driven beta-arrestin-GFP spot formation – imaging, U2OS cells, high content, primary screen (AID 493036). P30989. agonist mode. activation, % at 20 µM. 0.17% of 330,000 active;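 active means activation at or above 40% of the spot to cytoplasm intensity ratio, with at least 20 cells analyzed; inconclusive means wells under 20 cells, flagged as cytotoxic or low count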;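 further: 0% = DMSO without peptide and 100% = 100 nM NTR1 peptide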
Target sequence (P30989 whole entry, looked up): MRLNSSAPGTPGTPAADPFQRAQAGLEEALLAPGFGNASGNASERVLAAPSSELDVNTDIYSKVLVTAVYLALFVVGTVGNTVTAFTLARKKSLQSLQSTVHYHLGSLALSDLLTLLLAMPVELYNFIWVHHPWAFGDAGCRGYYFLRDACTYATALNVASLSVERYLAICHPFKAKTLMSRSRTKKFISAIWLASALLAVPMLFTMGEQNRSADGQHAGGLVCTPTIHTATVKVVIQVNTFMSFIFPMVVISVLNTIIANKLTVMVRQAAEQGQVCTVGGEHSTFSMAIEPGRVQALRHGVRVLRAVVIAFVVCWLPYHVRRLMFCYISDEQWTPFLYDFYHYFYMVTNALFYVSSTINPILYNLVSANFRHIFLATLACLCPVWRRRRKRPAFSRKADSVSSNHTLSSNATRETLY
UTI89 phage lysis – inhibition of K1F phage lysis, E. coli UTI89, bacterial capsule biogenesis inhibitors, alamar blue (AID 488966) | inhibition, % at 100 µM, or IC50 in µM where a hit was titrated | E. coli UTI89 K1F phage lysis, alamar blue, 2 h; higher % means a stronger effect | 0.02% of 340,000 active;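 active means phage lysis inhibition, versus mean bacterial control, above a set limit; inconclusive means no clear call, values can overlap the other calls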;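 further: capsule biogenesis inhibitors block K1F phage lysis so surviving cells raise fluorescence; higher fluorescence means more inhibition of phage lysis; actives were called in the ten point dose series up to 300 µM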
SV40 large T antigen – TAg ATPase/helicase activity blockers – biochemical (AID 1903) | 0.39% of 310,000 active | one-dose inhibition, % at 20 µM; IC50 in µM for titrated hits | SV40 large T antigen ATPase/helicase inhibition assay; higher % means a stronger effect; in the data active means a potency from the dose series; inconclusive means inhibition mostly from about 32% at the one dose, without a potency; inactive means the rest, 99 in 100 with inhibition below about 32%; further: strong numbers were not always called active
NS5 inhibitors – flavivirus cap methylation enzyme inhibition – biochemical, confirmation dose response, primary screen (AID 588689); Dengue-2 NS5 methyltransferase capping enzyme assay, biochemical; higher % means a stronger effect; 0.3% of 340,000 active; one-dose inhibition, % at 25 µM; IC50 in µM for titrated hits; in the data active means a potency from the dose series; inconclusive means inhibition above about 29% without an active follow-up result
AID2073 – inhibitors of Mint1-CaV2.2 protein interaction, biochemical, HTRF (AID 2073). HTRF protein-protein interaction, Mint1-CaV2.2; higher % means a stronger effect. 0.19% of 290,000 active. one-dose inhibition, % at 20 µM; IC50 in µM for titrated hits; in the data active means inhibition mostly above about 51%, no sharp cut-off; inconclusive means no clear call, values can overlap the other calls; inactive means mostly below about 53%; further: some results filed as inactive read as strong as hits
West Nile antiviral – West Nile virus antiviral activity, cell-based, CPE readout (AID 1621). West Nile virus-infected cells, CPE inhibition; higher % means a stronger effect. CPE inhibition, % at 10 µM, or IC50 in µM where a hit was titrated. 0.02% of 290,000 active; in the data active means a potency from the dose series; inconclusive means CPE inhibition mostly from about 3.7% at the one dose, without a potency; inactive means the rest, 99 in 100 with CPE inhibition below about 2.2%; further: strong numbers were not always called active
RSV antiviral HEp-2 – RSV antiviral activity via CPE protection, HEp-2 cells, primary 10 µM value included (AID 2391); HEp-2 cells, RSV-induced CPE inhibition; higher % means a stronger effect; CPE inhibition, % at 10 µM, or IC50 in µM where a hit was titrated; 0.13% of 310,000 active; in the data active means a potency from the dose series; inconclusive means CPE inhibition mostly from about 23% at the one dose, without a potency; inactive means the rest, 99 in 100 with CPE inhibition below about 21%; further: strong numbers were not always called active
NTR1 ag cell count 20 µM – also measured in NTR1 ag; calls as there; cell count; measured here: cell count, cytotoxicity flag
Numbers without * were called inactive; ? = inconclusive; · = no result given; [ ] = another dose, or the depositor's remark.

SMILES	Rac1 GTP hydrolysis	Siah-1 displacement	NTR1 ag	NTR1 ag cell count 20 µM	UTI89 phage lysis	SV40 large T antigen	NS5 inhibitors	AID2073	West Nile antiviral	RSV antiviral HEp-2
Cc1nc2ccc(F)cc2cc1C(=O)NCc1ccco1	6.7%	2.8%	1.1	92	0.4%	8.9%	-8.9%	-1.1%	0.1%	0.1%
CC1CCCN(C(=O)c2cc(N3C(=O)C4C5CCC(C5)C4C3=O)ccc2Cl)C1 (stereo unspecified)	·	-0.9%	-0.4	60	·	8.0%	·	4.6%	-0.6%	3.0%
COc1ccc(N(CC(=O)NCc2ccco2)C(=O)CCC(=O)Nc2nccs2)cc1	5.5%	9.8%	-1.2	48	0.2%	10.4%	-9.1%	-9.5%	-0.1%	-0.3%
CC(C)(C)NCc1cccn1-c1sc2c(c1C#N)CCCC2	8.9%	3.8%	-1.3	85	3.2%	5.0%	-7.7%	4.5%	-1.2%	-0.8%
Cc1ccccc1OCC(=O)N/N=C1\CCOc2c(C)cccc21	7.5%	-0.5%	20.0	52	2.4%	-3.0%	-4.1%	-6.6%	0.2%	4.0%
COc1cc(C(=O)NNC(=O)c2n[nH]c3ccccc23)cc(OC)c1OC	2.6%	·	-2.8	68	0.2%[50 µM]	·	-2.2%	·	·	3.0%
CSc1ccccc1-n1nnnc1SCC(=O)NCc1cccs1	-3.4%	7.4%	-0.1	43	-0.9%	2.4%	-2.0%	-5.4%	2.5%	3.6%
O=c1[nH]cnc2scc(C3COc4ccccc4O3)c12 (stereo unspecified)	6.7%	2.6%	3.8	62	2.8%	-3.3%	-3.7%	-2.6%	-0.5%	16.5%
O=C1c2ccccc2-c2ccc(C(=O)N3CCCCC3)cc21	0.4%	-5.7%	0.7	45	1.6%	20.1%	-1.5%	-16.5%	-0.6%	4.5%
COc1cccc(NC(=O)CSc2ncnc3c2oc2ccccc23)c1	1.1%	-3.1%	3.4	39	1.2%	-1.2%	0.0%	8.1%	0.1%	0.1%
O=C(CCn1c(=O)oc2ccccc21)NCCC1=CCCCC1	9.1%	18.5%	0.3	65	0.0%	2.8%	-8.2%	4.0%	0.0%	-0.2%
CCn1c(CC(=O)Nc2ccc(F)cc2)nnc1SCC(=O)Nc1nncs1	-2.8%	7.1%	-1.3	60	0.1%	20.1%	9.8%	3.5%	0.1%	0.7%
CC(C)=CCCC1=CCC(/C(C)=N/NC(N)=O)CC1 (stereo unspecified)	-4.0%	1.4%	0.2	77	1.8%	0.8%	8.0%	-1.1%	1.4%	·
COc1ccc2[nH]c(C(=O)O)c(CCC(=O)O)c2c1	8.2%	-1.2%	-1.2	54	1.9%	-3.8%	-8.9%	7.4%	1.5%	1.4%
CCc1ccccc1N(C(=O)c1snc(C(N)=O)c1N)C(C(=O)NCC1CCCO1)c1c[nH]c2ccccc12 (stereo unspecified)	1.3%	-1.9%	-1.4	35	0.0%	-1.7%	-9.8%	-12.1%	-1.1%	2.5%
NC(=O)Nn1c(CCC(=O)O)ccc1-c1ccc(Cl)cc1	2.2%	1.2%	-0.9	65	1.2%[50 µM]	21.0%	-4.7%	0.5%	0.2%	-2.5%
Cn1c(=O)oc2cc(S(=O)(=O)Nc3cccc4c3CCCC4)ccc21	9.7%	7.0%	-1.2	88	0.2%	4.7%	-11.5%	1.0%	-0.2%	11.0%
Cn1cccc1/C=N/NC(=O)c1ccc[n+]([O-])c1	-5.3%	0.3%	-0.5	50	0.2%	8.3%	-7.8%	-2.3%	0.0%	2.9%
COC(=O)CSc1nc2cc3c(cc2cc1C)OCO3	6.2%	4.2%	1.4	56	0.4%	-1.1%	1.5%	-5.6%	0.1%	2.4%
O=C(O)c1ccc(N2CCCC2=O)cc1	3.1%	-2.8%	0.9	100	2.8%	2.3%	-12.2%	0.1%	0.4%	1.9%
Cc1cccc(C)c1NC(=O)CN(C)C(=O)C1CC1C (stereo unspecified)	6.6%	·	-1.2	61	0.1%	·	-0.7%	·	·	0.1%
Cc1oncc1C(=O)NC(C)C	4.5%	2.5%	18.6	85	4.2%	-4.0%	0.7%	-4.2%	-0.1%	0.7%
COc1ccc(OC)c(-c2csc(NC(=O)CSc3nnnn3C)n2)c1	3.9%	·	-0.5	77	1.6%[50 µM]	10.2%	4.3%	·	·	-1.5%
CC(OC(=O)CCc1nc2ccccc2c(=O)[nH]1)C(=O)NCc1ccc2c(c1)OCO2 (stereo unspecified)	5.5%	1.7%	2.3	89	0.0%	25.4%	0.0%	3.1%	·	0.8%
CCOC(=O)CON1C(=O)c2ccccc2C1=O	8.4%	2.2%	0.1	65	-1.2%	19.5%	-2.4%	2.3%	0.7%	2.0%
Cc1cccc(S(=O)(=O)Nc2nc3ccccc3nc2NCc2ccco2)c1	5.2%	-1.6%	0.7	72	0.3%	3.3%	-3.2%	7.3%	·	3.7%
CCCc1cc(=O)[nH]c(N/N=C/C=C\c2ccccc2)n1	13.5%	3.1%	2.6	34	2.8%	6.5%	-13.1%	-11.0%	-0.2%	2.3%
CNC(=O)COC(=O)/C=C/c1cn(-c2ccccc2)nc1-c1ccc(C)o1	4.4%	17.2%	2.6	50	1.1%[50 µM]	14.2%	-10.9%	?	-0.1%	2.6%
O=S(=O)(c1cccs1)N1CCN(c2ccccc2Cl)CC1	1.1%	0.5%	0.2	47	-0.2%[50 µM]	19.1%	0.7%	7.0%	-0.4%	3.6%
Nc1nc(NCCCN2CCOCC2)nc(Nc2cccc(Cl)c2)c1[N+](=O)[O-]	-13.7%	-0.4%	5.4	49	-2.3%	8.0%	11.5%	-1.0%	-0.6%	4.3%
CC(C)NC(=O)c1c(CSc2ccc(Cl)cc2)noc1C(=O)NCc1ccccc1	6.8%	·	3.8	92	0.5%	15.2%	-2.8%	·	·	0.6%
CCCc1ccccc1OCCNC(=O)c1cc(=O)n(C)c(=O)n1C	2.4%	21.0%	-0.8	56	0.4%	-0.2%	3.8%	-4.6%	-0.8%	6.5%
COC(=O)c1c(NC(=O)c2ccnn2C)sc(C)c1C	6.7%	·	-3.7	99	-1.3%	·	3.2%	·	-0.1%	1.0%
OCCNC(=S)Nc1ccc(Oc2ccccc2)cc1	10.9%	14.0%	2.1	89	-0.1%	9.3%	0.0%	-0.9%	-0.6%	1.4%
CC(=O)c1cccc([N+](=O)[O-])c1	3.1%	·	-1.0	63	-1.1%	·	-5.1%	·	·	0.6%
O=C(NCC1CCCO1)/C(=C/c1cn(-c2ccccc2)nc1-c1cccnc1)NC(=O)c1ccccc1 (stereo unspecified)	-2.2%	19.8%	0.6	50	-0.6%	4.6%	-5.4%	-4.5%	1.8%	1.1%
CCC(NC(=O)c1ccccc1NC(=O)c1ccco1)C(=O)O (stereo unspecified)	6.7%	-0.1%	0.6	44	0.6%	3.0%	-4.2%	2.3%	0.3%	1.4%
C[C@H](CO)N1C[C@H](C)[C@@H](CN(C)S(C)(=O)=O)Oc2c(NC(=O)Cc3ccccc3)cccc2C1=O	1.2%	·	0.5	64	1.0%	·	1.6%	·	·	·
O=C(CN1C(=O)NC2(CCCC2)C1=O)Nc1nc2c(F)cc(F)cc2s1	9.3%	·	-0.1	57	1.1%[50 µM]	5.6%	-5.8%	·	·	-1.9%
O=C(Nc1ccnn1C1CCN(C(=O)c2ccccc2C(F)(F)F)CC1)C1CC1	-3.6%	-4.4%	1.1	51	-0.1%	1.3%	-1.3%	14.8%	0.5%	1.6%
Cc1ccc(S(=O)(=O)NCCC(C)C)cc1[N+](=O)[O-]	9.2%	6.8%	-0.4	42	9.3%	-7.2%	0.7%	1.3%	-0.5%	1.1%
CC(C)(C)OC(=O)NCCCC1=CC2=CC(=O)C(C)(OC(=O)c3ccco3)C(=O)C2=CO1 (stereo unspecified)	·	·	-1.4	57	·	26.1%	·	·	0.2%	2.1%
COC(=O)C1=CN(C2CC2)C=C(C(=O)OC)C1c1ccccc1OC	12.2%	0.2%	2.0	40	0.4%	7.1%	-3.5%	18.3%	-0.5%	-1.4%

An excerpt of these results, with two lines to a compound:
Fields – Rac1 GTP hydrolysis, Siah-1 displacement, NTR1 ag, NTR1 ag cell count 20 µM, UTI89 phage lysis, SV40 large T antigen, NS5 inhibitors, AID2073, West Nile antiviral, RSV antiviral HEp-2
Cc1cccc(C)c1NC(=O)CN(C)C(=O)C1CC1C (stereo unspecified)
→ 6.6%, ·, -1.2, 61, 0.1%, ·, -0.7%, ·, ·, 0.1%
Cc1oncc1C(=O)NC(C)C
→ 4.5%, 2.5%, 18.6, 85, 4.2%, -4.0%, 0.7%, -4.2%, -0.1%, 0.7%
COc1ccc(OC)c(-c2csc(NC(=O)CSc3nnnn3C)n2)c1
→ 3.9%, ·, -0.5, 77, 1.6%[50 µM], 10.2%, 4.3%, ·, ·, -1.5%
CC(OC(=O)CCc1nc2ccccc2c(=O)[nH]1)C(=O)NCc1ccc2c(c1)OCO2 (stereo unspecified)
→ 5.5%, 1.7%, 2.3, 89, 0.0%, 25.4%, 0.0%, 3.1%, ·, 0.8%
CCOC(=O)CON1C(=O)c2ccccc2C1=O
→ 8.4%, 2.2%, 0.1, 65, -1.2%, 19.5%, -2.4%, 2.3%, 0.7%, 2.0%
Cc1cccc(S(=O)(=O)Nc2nc3ccccc3nc2NCc2ccco2)c1
→ 5.2%, -1.6%, 0.7, 72, 0.3%, 3.3%, -3.2%, 7.3%, ·, 3.7%
CCCc1cc(=O)[nH]c(N/N=C/C=C\c2ccccc2)n1
→ 13.5%, 3.1%, 2.6, 34, 2.8%, 6.5%, -13.1%, -11.0%, -0.2%, 2.3%
CNC(=O)COC(=O)/C=C/c1cn(-c2ccccc2)nc1-c1ccc(C)o1
→ 4.4%, 17.2%, 2.6, 50, 1.1%[50 µM], 14.2%, -10.9%, ?, -0.1%, 2.6%
O=S(=O)(c1cccs1)N1CCN(c2ccccc2Cl)CC1
→ 1.1%, 0.5%, 0.2, 47, -0.2%[50 µM], 19.1%, 0.7%, 7.0%, -0.4%, 3.6%
